High-throughput results from PubChem BioAssay.
SENP1 FRET inh = human SENP1 catalytic domain inhibitors, primary screen, biochemical, FRET, uHTS; Sentrin-specific protease 1 (Homo sapiens), Q9P0U3; recombinant SENP1 catalytic domain, CyPet-SUMO1-YPet FRET cleavage; hit rate 0.21% among 360,000; AID 624204, 2012; inhibition, % at 10 µM;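 active = inhibition at least 30% at 10 µM, raw YFP signal under a set limit, fluorescence ratio 0.5 to 1.5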;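 also: 0% = enzyme with DMSO and 100% = no enzyme wells; some results filed as inactive read as strong as hits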
Target sequence (Q9P0U3 419-644 limits assumed): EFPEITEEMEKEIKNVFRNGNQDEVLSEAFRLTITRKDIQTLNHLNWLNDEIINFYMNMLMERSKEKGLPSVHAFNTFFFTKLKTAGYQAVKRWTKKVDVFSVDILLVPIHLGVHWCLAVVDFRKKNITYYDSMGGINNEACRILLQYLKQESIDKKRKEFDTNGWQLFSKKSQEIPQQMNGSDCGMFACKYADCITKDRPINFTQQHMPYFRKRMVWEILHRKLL
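Test system: hSENP1 catalytic domain, recombinant; Amount: 20 pM final SENP1 enzyme; Medium: Tris pH 8 buffer plus EDTA, NaCl, BME, BSA, NP40, catalase; Schedule: 50 min enzyme reaction, room temperature, light-protected; Technique: FRET fluorescence in CFP and YFP emission channels; Controls: no-enzyme wells low, DMSO-plus-enzyme wells high control.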
SENP8 block-1 = human SENP8 protease inhibitors, primary screen, biochemical, fluorescence, Nedd8 protein substrate, uHTS; recombinant SENP8; Sentrin-specific protease 8 (Homo sapiens), Q96LD8; hit rate 0.64% among 360,000; AID 602440, 2012; inhibition, % at 20 µM; in the data active = inhibition mostly above about 40%, no sharp cut-off; inactive = mostly below about 27%
SENP6 block = SENP6 protease inhibitors, primary screen, biochemical, luminescence, uHTS | Sentrin-specific protease 6 (Homo sapiens), Q9GZR1 | Recombinant SENP6 catalytic domain, aminoluciferin luminescence | inhibition, % at 10 µM | hit rate 1.8% among 330,000 | AID 2599, 2010;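 active = inhibition above about 50% at the single tested dose, limit read from the data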;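 also: plate controls were DMSO wells with enzyme for no effect and DMSO wells lacking enzyme for full effect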
Target sequence (Q9GZR1 628-1112 limits assumed): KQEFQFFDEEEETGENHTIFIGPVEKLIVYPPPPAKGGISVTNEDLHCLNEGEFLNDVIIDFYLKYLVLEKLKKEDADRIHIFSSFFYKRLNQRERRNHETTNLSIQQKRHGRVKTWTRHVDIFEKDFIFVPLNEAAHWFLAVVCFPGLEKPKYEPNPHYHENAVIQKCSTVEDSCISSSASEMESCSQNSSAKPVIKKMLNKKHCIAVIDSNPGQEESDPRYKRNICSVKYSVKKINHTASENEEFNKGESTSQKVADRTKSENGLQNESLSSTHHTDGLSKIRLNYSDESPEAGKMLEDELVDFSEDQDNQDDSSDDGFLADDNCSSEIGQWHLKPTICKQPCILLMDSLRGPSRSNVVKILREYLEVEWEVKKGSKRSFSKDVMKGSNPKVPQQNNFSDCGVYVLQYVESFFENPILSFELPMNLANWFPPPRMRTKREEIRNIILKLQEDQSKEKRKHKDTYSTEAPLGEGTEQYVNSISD
PfGluPho inh = PfG6PD enzyme inhibitors, primary screen, biochemical, fluorescence intensity, uHTS; PfGluPho enzyme, NADPH resazurin-diaphorase fluorescence; inhibition, % at 20 µM; hit rate 0.78% among 350,000;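 active = inhibition reaching at least a set limit at 20 µM in the primary screen, cut at about 59% in these data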;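 also: 0% = DMSO wells with substrate and 100% = DMSO wells lacking glucose-6-phosphate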
MIN6 prolif = inducers of MIN6 beta-cell proliferation, primary screen, ATP luminescence, uHTS; AID 2380, 2010; MIN6 cells proliferation, ATPlite luminescence, 48 h; cells starved in 0.2% serum; 100% = growth in 10% serum; proliferation, % at 10 µM; hit rate 0.29% among 330,000;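 active = compounds whose signal lies at least 3.5 SD above the mean of all wells on their plate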;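 also: 0% = DMSO-treated cells in low-serum medium and 100% = 10% serum control; some compounds called inactive have numbers as strong as hits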
HKDC1 inhibitor = HKDC1 hexokinase inhibitors, primary screen, biochemical, fluorescence, uHTS | recombinant HKDC1, G6PDH/diaphorase resazurin coupled fluorescence | inhibition, % at 20 µM | Q2TB90 | hit rate 0.16% among 340,000 | AID 493160, 2011;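 active = inhibition above about 35% when tested at 20 µM, limit read from the data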;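 also: plate controls were DMSO wells with enzyme for no effect and DMSO wells lacking enzyme for full effect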
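Incubation: 90 min at room temperature in dark / Material: recombinant HKDC1 (HK5) hexokinase enzyme, produced in-house / Quantity: enzyme 5 µg/mL final / Compound: one dose of 20 µM, 1% DMSO / Reagent: glucose and ATP substrates / Buffer or medium: Tris pH 8.0 buffer with MgCl2, Tween-20, BSA, BME / Technique: resorufin fluorescence at 613 nm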
SENP8 block-2 = SENP8 protease inhibitors, primary screen, biochemical, luminescence. hit rate 1.2% among 330,000. inhibition, % at 10 µM. AID 2540, 2010. purified SENP8, Z-RLRGG-aminoluciferin cleavage. Sentrin-specific protease 8 (Homo sapiens), Q96LD8; in the data active = inhibition above about 50%
SENP7 block = SENP7 protease inhibitors, primary screen, biochemical, luminescence, uHTS. recombinant SENP7, Z-RLRGG-aminoluciferin luminescence, 40 min. inhibition, % at 5 µM. Sentrin-specific protease 7 (Homo sapiens), Q9BQF6. hit rate 1.5% among 330,000. AID 434973, 2010;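 active = inhibition above about 50% at the single test dose, limit read from the data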;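 also: plate controls were DMSO with enzyme for no effect and no enzyme buffer wells for full effect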
Target sequence (Q9BQF6 706-1050 limits assumed): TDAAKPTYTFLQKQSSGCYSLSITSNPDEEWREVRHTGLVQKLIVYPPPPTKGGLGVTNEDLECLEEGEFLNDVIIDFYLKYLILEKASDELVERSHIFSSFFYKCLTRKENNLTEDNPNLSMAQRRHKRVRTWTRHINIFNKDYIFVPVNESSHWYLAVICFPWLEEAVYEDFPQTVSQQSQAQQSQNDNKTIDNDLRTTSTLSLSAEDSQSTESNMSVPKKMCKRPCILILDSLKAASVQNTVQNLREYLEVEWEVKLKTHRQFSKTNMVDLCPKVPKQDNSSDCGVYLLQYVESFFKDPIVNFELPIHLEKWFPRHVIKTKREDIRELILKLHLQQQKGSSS
UBC13 inh = UBC13 polyubiquitin chain formation inhibitors, primary screen, biochemical, TR-FRET, uHTS; Ubiquitin-conjugating enzyme E2 N (Homo sapiens), P61088; hit rate 0.47% among 330,000; inhibition, % at 20 µM; in the data active = inhibition above about 45%, passing the limit was not always enough
An asterisk follows results filed as active; x = not tested or not shown.

SMILES	SENP1 FRET inh	SENP8 block-1	SENP6 block	PfGluPho inh	MIN6 prolif	HKDC1 inhibitor	SENP8 block-2	SENP7 block	UBC13 inh
CCOc1cc(/C=C2\C(=O)N(Cc3ccc(C)cc3)C(C)=C2C(=O)OC)ccc1O	-0.9	15.8	0.1	48.2	-3.6	21.8	4.0	8.6	-30.8
C#CCN1C(=O)S/C(=C\c2ccc(-c3ccc(C(=O)O)cc3C)o2)C1=O	-25.2	-91.3	x	6.4	x	11.5	x	x	x
CCCN(CC(=O)Nc1ccc(F)c(F)c1F)C(=O)c1ccc(N2CCCC2=O)cc1	1.7	-1.8	-4.9	-15.4	-4.0	-1.8	-3.5	-5.3	-6.6
Cc1ccc(-c2noc(CCC(=O)NCc3ccco3)n2)cc1	2.2	6.2	-4.9	7.6	-0.9	-11.9	-6.5	7.3	3.1
Cc1ccc(S(=O)(=O)N(C)C[C@@H]2Oc3ccc(NC(=O)Cn4cnnn4)cc3C(=O)N([C@@H](C)CO)C[C@H]2C)cc1	0.1	0.8	4.0	3.4	-3.1	-0.5	10.7	7.6	2.5
CCc1ccc(C(=O)COC(=O)C(Cc2ccccc2)NC(=O)c2ccc(Cl)cc2)cc1 (stereo not drawn)	2.1	17.3	8.1	-8.6	-0.3	-1.8	-5.7	-2.2	0.0
O=C(O)COc1ccc2c(c1)O/C(=C\c1cccs1)C2=O	-75.1	-179.9	4.1	-19.8	-0.9	-7.7	4.0	5.4	1.3
Cc1cccc(NC(=O)Nc2ccc3c(c2)N(C)C(=O)CS3)n1	4.9	15.7	-1.4	30.6	-1.9	3.0	-7.9	2.4	-11.0
Cc1[nH]n(-c2ccc([N+](=O)[O-])cc2)c(=O)c1C=NCC1CCCO1 (stereo not drawn)	0.3	12.6	12.8	7.2	-2.6	-9.3	13.7	-0.4	-2.5
CO[C@H]1O[C@H](C)[C@@H](O)C[C@H]1NC(=O)OCc1ccccc1	1.2	10.5	1.7	10.3	1.6	-2.9	-5.4	1.7	3.1
Cc1ccc2c(C)c(C(=O)N3CCN(c4cnccn4)CC3)oc2c1C	0.1	-371.5	-2.8	1.3	0.8	-0.5	5.4	6.2	5.9
CC(C)=C1C2C=CC1C1C(=O)N(c3ccc4c(c3)OCO4)C(=O)C21 (stereo not drawn)	2.2	26.3	16.5	-0.3	-1.8	-2.3	0.8	5.6	-4.9
CCCCNC(=O)CCC(=O)Nc1ncc(-c2ccc(C)cc2)n1C	-0.1	3.5	-6.2	-1.4	-0.8	0.9	-1.6	-1.0	-3.5
O=C(CSc1ccc2nnc(-c3ccc(Cl)cc3)n2n1)N1CCc2ccccc21	2.4	-25.7	-9.1	43.8	2.4	-7.9	-6.5	-2.8	43.3
O=C(COc1ccc(-c2ccccc2)cc1)NN=C1CCCC1	1.2	7.0	0.1	-7.8	-2.6	-3.1	-7.3	-5.0	-11.5
O=C(N[C@H]1C/C=C\C[C@@H](CC(=O)N(CCO)Cc2ccccc2)C(=O)N2CCC[C@@H]2COC1=O)OCC1c2ccccc2-c2ccccc21	-2.0	-3.3	4.0	7.7	-6.1	-1.5	-4.5	-5.5	4.9
Cc1ccccc1C(=O)Nc1nc2c(C)csc2c(=O)s1	-35.5	0.5	-8.6	-8.6	3.2	-1.0	-5.2	-9.7	12.5
OCC(Cc1ccccc1)NCc1ccccc1C(F)(F)F (stereo not drawn)	-0.2	18.3	-6.6	4.5	3.3	-10.7	-6.4	-3.0	-5.9
Cc1cc(CNC(=O)CCc2nnc(CCCCc3ccccc3)o2)nn1C	0.8	4.0	-3.4	-10.5	1.9	-7.7	-0.2	-4.9	-1.2
COc1cc([N+](=O)[O-])c(OC)cc1SCc1n[nH]c(=S)n1-c1ccc(F)cc1	2.0	30.4	0.6	35.2	-3.5	13.4	-6.7	1.6	-4.2
CCCCCCCCN1[C@@H](CC(C)=O)c2cc(C(F)(F)F)ccc2S1(=O)=O	-65.7	3.7	-1.1	19.9	-8.1	7.5	-5.1	32.1	-1.0
CC(C)N(CCNC(=O)C1CCCN(c2ncnc3c2nc2n3CCCCC2)C1)Cc1ccccc1 (stereo not drawn)	-0.6	16.7	15.2	-7.2	0.5	-3.0	7.4	-0.8	39.3
CCOC(=O)C1=C(C)N(C)C(C)=C(C(=O)OCC)C1c1ccccc1	-1.7	-23.3	-8.8	-14.5	-0.3	0.2	-1.7	-4.6	26.1
O=S(=O)(NCCc1ccccn1)c1ccc(F)c(F)c1	0.4	9.2	8.0	-1.9	-2.9	-1.0	5.3	5.9	1.1
C[C@@H](NC(=O)c1[nH]cnc1C(=O)Nc1nccs1)c1ccccc1	3.8	6.0	4.0	13.6	1.9	6.8	1.0	-0.6	-18.7

Some entries already given, showing only SENP6 block.
canonical_smiles | SENP6 block
Cc1cc(CNC(=O)CCc2nnc(CCCCc3ccccc3)o2)nn1C | -3.4
COc1cc([N+](=O)[O-])c(OC)cc1SCc1n[nH]c(=S)n1-c1ccc(F)cc1 | 0.6
CCCCCCCCN1[C@@H](CC(C)=O)c2cc(C(F)(F)F)ccc2S1(=O)=O | -1.1

Other records follow:
SMILES	SENP1 FRET inh	SENP8 block-1	SENP6 block	PfGluPho inh	MIN6 prolif	HKDC1 inhibitor	SENP8 block-2	SENP7 block	UBC13 inh
O=C(CSc1nnc2scc(-c3ccccc3)n12)NCC1CCCO1 (stereo not drawn)	2.5	7.1	-7.8	2.1	-2.2	-8.9	0.1	-1.7	7.7
CC(=O)N1CCN(C(=O)c2cccc(NS(=O)(=O)c3ccc(Br)cc3)c2)CC1	-0.5	1.4	-13.0	-7.8	-0.3	-3.3	-12.3	5.7	0.7
CCOC(=O)/C(N=Nc1c(C)n(C)n(-c2ccccc2)c1=O)=C(\C)O	2.4	5.2	13.9	-8.0	-0.1	-8.5	3.0	2.9	-10.1
Cc1nc2ccccc2c(=O)n1-c1cccc(NS(=O)(=O)c2ccccc2)c1	-7.2	1.8	3.6	-11.6	-3.2	2.4	3.0	7.5	-4.1
CN(c1ccccc1)S(=O)(=O)c1ccc(NC(=O)c2cccs2)cc1	2.8	3.3	-4.0	1.6	-1.2	0.1	-10.3	-1.9	-0.9
COc1nc(OC)nc(N2CCC(C(=O)NCc3cccs3)CC2)n1	1.5	7.6	-15.9	5.7	-1.9	0.7	-1.2	-2.8	2.5
CC(C)c1nc2ccc(NC(=O)C3CCCCC3)cc2[nH]1	0.7	-1.0	-2.0	-14.8	-1.5	-0.1	1.6	0.4	1.9
Cc1ccccc1OCC(=O)N/N=C/c1ccc2c(c1)OCCO2	-1.3	12.6	-16.3	8.2	0.4	-3.9	-2.7	-1.7	-0.4
CCOC(=O)c1ccc(C(=O)OCC)c(NC(=S)Nc2ccc([N+](=O)[O-])cc2OC)c1	-108.3	-401.2	9.2	12.9	0.1	-7.7	-8.7	2.3	13.7
COc1ccc(Cl)cc1NC(=O)CSc1nc(Nc2ccccc2)nc(N2CCOCC2)n1	2.3	3.1	8.6	-5.6	-4.7	7.3	3.5	2.2	1.5
O=C(OCc1nc2ccccc2s1)c1ccc(Br)o1	-7.5	-4.4	1.7	-1.2	-1.9	4.2	-1.8	-1.2	0.0
COCCCN1C(=O)C(=O)/C(=C(/O)c2ccccc2)C1c1ccc(N(C)C)cc1 (stereo not drawn)	-51.5	18.2	11.9	-0.1	-0.6	15.7	1.4	10.9	-10.6
CN(C(=O)COC(=O)c1ccc2ccccc2n1)C1CCS(=O)(=O)C1 (stereo not drawn)	1.1	2.3	-13.5	4.2	0.1	1.1	-6.5	-4.7	-7.4
COc1ccc(CN(C)CC2CCCN(CCc3ccc(F)cc3)C2)c(OC)c1OC (stereo not drawn)	2.5	17.4	20.7	-9.0	-4.4	-3.0	14.5	3.4	11.1
Cn1c(=O)c2c(nc(Oc3ccc(-c4ccccc4)cc3)n2C)n(C)c1=O	-0.8	9.7	-9.8	38.0	0.4	-5.8	1.1	-1.7	5.1
COc1ccc2cc(C(=O)C3CCCN(C(=O)Cc4c(C)noc4C)C3)ccc2c1 (stereo not drawn)	1.5	-376.6	9.6	-1.0	-2.6	1.0	-10.8	2.3	17.6
COc1ccccc1NC(=O)c1ccccc1S(=O)(=O)c1ccccc1[N+](=O)[O-]	0.5	12.0	-21.6	8.8	-1.5	-5.3	-14.1	-5.7	-3.5
COC(=O)Cc1c(C)c2ccc(OCC(=O)NC3CCS(=O)(=O)C3)cc2oc1=O (stereo not drawn)	-4.4	-391.5	-3.4	-1.1	-1.9	-3.9	-3.5	4.6	8.1
CCc1ccc(N2CN(Cc3cccnc3)CNC2=S)cc1	-0.9	7.4	-1.3	-4.7	-3.0	-1.6	3.9	1.1	-5.5
Cc1cccc(NC(=O)C(Cc2ccccc2)c2nn[nH]n2)c1C (stereo not drawn)	0.7	12.6	-27.8	-25.8	0.7	-2.5	-10.0	3.8	-9.7
Cc1nnsc1C(=O)NNS(=O)(=O)c1ccccc1	2.0	17.0	-5.2	-1.2	1.3	-5.8	4.8	-1.2	5.8
COc1ccc(C(C)(C)C)cc1NC(=O)C1=CC=CN2CCS(=O)(=O)N=C12	4.4	-15.3	-15.1	-3.4	-2.0	-3.5	-4.1	-11.0	50.0*
O=C(CSCc1ccc(Br)cc1)N1CCOCC1	-0.2	14.4	-11.7	4.1	-1.1	-7.4	0.7	-2.9	8.9
CCc1[nH]nc(C(=O)NC2CCCc3c2cnn3-c2cc(C)cc(C)c2)c1C (stereo not drawn)	1.1	6.1	11.9	13.6	0.0	1.5	0.1	9.4	10.7
CCc1c(C(=O)N/N=C/c2ccco2)nnn1-c1nonc1N	1.4	3.8	-1.5	1.5	-5.7	-7.4	-4.2	0.6	-2.2
COc1ccc(OCCC(=O)OCC(=O)c2ccc[nH]2)cc1	1.5	6.6	-12.6	-4.8	3.2	2.8	-9.4	-0.6	-9.1
CCN(CC)S(=O)(=O)c1cc(NC(=O)C(C)Nc2ccccc2N2CCOCC2)ccc1C (stereo not drawn)	1.5	-0.2	-8.5	-2.0	-2.7	-4.9	-0.4	-0.8	-6.0
Cc1c(C)[n+](=O)c(-c2ccc(Br)cc2)c(C)n1[O-]	1.2	10.5	-0.8	-1.9	0.7	-9.0	1.6	-0.9	-0.3
